High-throughput results: PubChem BioAssay, Southern Research Specialized Biocontainment Screening Center
VEEV TC-83 Vero – inhibitors of VEEV TC-83 cytopathic effect, confirmation, Vero cells (AID 588727). Vero cells, VEEV TC-83 cytopathic effect inhibition; higher % means a stronger effect. one-dose inhibition, % at 20 µM; IC50 in µM for titrated hits. 350,000 compounds, 0.13% hits; in the data active = a potency from the dose series; inconclusive = inhibition mostly from about 14% at the one dose, without a potency; inactive = the rest, 99 in 100 with inhibition below about 12%; also: strong numbers were not always called active
influenza NS1A – H1N1 influenza NS1A inhibitors, functional cell based assay (AID 504329); NS1A functional cell-based assay, percent inhibition; higher % means a stronger effect; one-dose inhibition, % at 12.5 µM; IC50 in µM for titrated hits; 340,000 compounds, 0.3% hits; in the data active = a potency from the dose series; inconclusive = inhibition above about 27% without an active follow-up result; also: strong numbers were not always called active
tuberculosis growth – growth inhibition of non-replicating M. tuberculosis (AID 488890). 320,000 compounds, 0.39% hits. inhibition, % at 25 µM, or IC50 in µM where a hit was titrated. Mycobacterium tuberculosis non-replicating, growth inhibition; higher % means a stronger effect; in the data active = a potency from the dose series; inconclusive = inhibition mostly from about 82% at the one dose, without a potency; inactive = the rest, 99 in 100 with inhibition below about 76%;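 also: plate controls were DMSO cells for no effect and high antibiotic wells for full effect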
PhoP GFP inhibition – Inhibition of PhoP regulon, Salmonella typhi GFP reporter cells, confirmation, 4 h (AID 1850); Salmonella Typhi PhoP-promoter GFP reporter, fluorescence, 4 h; higher % means a stronger effect; inhibition, % at 50 µM, or IC50 in µM where a hit was titrated; 310,000 compounds, 0.33% hits; in the data active = a potency from the dose series; inconclusive = inhibition mostly from about 25% at the one dose, without a potency; inactive = the rest, 99 in 100 with inhibition below about 19%;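 also: 0% = induced wells with vehicle and 100% = uninduced wells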
M. tuberculosis HTS – M. tuberculosis growth inhibition, HTS (AID 449762); 330,000 compounds, 0.59% hits; one-dose inhibition, % at 25 µM; IC50 in µM for titrated hits; M. tuberculosis H37Rv growth inhibition, 7H9 media; higher % means a stronger effect; in the data active = a potency from the dose series; inconclusive = inhibition above about 70% without an active follow-up result;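 also: bacterial growth assessed after seven days of incubation; strong numbers were not always called active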
VEEV TC-83 Vero 10K pilot screen – further read-out of VEEV TC-83 Vero, marked with its call; inhibition, %; measured here: 10K pilot screen inhibition
* marks the source's active call; other numbers are inactive results; i = inactive; ? = inconclusive; . = no result given. No enrichment for hits (roughly 1.4% active in at least one column).

SMILES | VEEV TC-83 Vero | influenza NS1A | tuberculosis growth | PhoP GFP inhibition | M. tuberculosis HTS | others
COc1ccc(C(=O)CC(=O)C(=O)Nc2cc(OC)ccc2OC)cc1 | 0.5% | -12% | 14% | 6% | 5%
O=C(COC(=O)C1COc2ccccc2O1)Nc1ccc(Cl)cc1 (stereo not given) | 2.1% | -7% | 5% | . | -4%
COc1cc(C(c2c(C(=O)O)[nH]c3ccccc23)c2c(C(=O)O)[nH]c3ccccc23)ccc1OCc1ccccc1 | 1.4% | -17% | -10% | 4% | 1%
CN1C(=O)C(C2c3ccccc3C(=O)N2Cc2ccc([N+](=O)[O-])cc2)C(=O)N(C)C1=O (stereo not given) | 1.6% | 19% | -3% | 1% | -6%
O=C(Nc1cccnc1)c1ccc(NS(=O)(=O)c2cccc([N+](=O)[O-])c2)cc1 | 1.3% | 13% | 5% | -6% | -4%
C=CCOc1c2ccc(C(=O)NCc3ccc(OC)cc3)cc2nn1C | 0.1% | -3% | 1% | -4% | -1%
CCOC(=O)c1ccc(S(=O)(=O)N2CCN(CC(=O)NC(=O)NC(C)(C)C)CC2)cc1 | 2.1% | -1% | 16% | -18% | 9%
CN(C)CCOC(=O)C1(c2ccccc2)CCCC1 | 0.8% | 6% | 1% | 3% | -8%
O=C(NNC(=O)c1ccco1)c1ccc(NS(=O)(=O)c2cccs2)cc1 | 2.7% | -5% | 39% | 0% | 20%
Cc1cc(C)cc(N2C(=O)NC(=O)/C(=C\c3cccn3-c3ccc(Cl)cc3)C2=O)c1 | i | 10% | 15% | -31% | 3%
CCCOc1ccc(/C=N/NC(=O)CN2CCCCC2)cc1OCC | 0.0% | -12% | -8% | 2% | -3%
O=C1C(=NO)CCCc2ccccc21 | 0.4% | 4% | . | . | .
Cc1oc(-c2ccccc2Cl)nc1CN1CCCCC1CO (stereo not given) | i | 3% | 9% | -1% | 8%
NC(=O)c1cnn2c(C(F)(F)F)cc(-c3ccc(F)cc3)nc12 | 0.8% | -1% | 0% | -5% | -4%
Cc1c(NC(=O)CSc2nnc(C(C)Oc3ccc(Cl)cc3)n2-c2ccccc2)c(=O)n(-c2ccccc2)n1C (stereo not given) | 1.6% | 6% | 42% | 5% | -7%
Cc1c(C)n(C)c2ccc(C(=O)NCCCN3CCCC3)cc12 | 0.2% | 7% | 23% | 24% | 4%
CCn1c(COc2ccc(C)cc2)nnc1SCc1ccc(C#N)cc1 | i | 24% | 31% | -6% | 44%
CCOC(=O)C1Nc2c(F)cc(C)cc2C2c3ccccc3CC12 (stereo not given) | 0.3% | -7% | 29% | 34% | ?
O=C(Oc1ccccc1C(=O)Nc1ccccc1)c1ccc(Br)c([N+](=O)[O-])c1 | 0.5% | 6% | ? | 3% | 5%
COc1ccc(OC)c(-c2cnc(OC(C)(C)C)nc2OC(C)(C)C)c1 | 0.7% | -3% | 2% | -5% | -10%
COc1ccc(NC(=O)CCCN2C(=O)CN(C)C2=O)cc1Cl | i | -9% | -1% | . | -10%
CC1(C)Nc2ccccc2C(=O)N1NC(=O)c1ccccc1 | i | -10% | -5% | 5% | 6%
COc1ccc2[nH]c3c(c2c1)CCN1C(=O)C(CC(=O)NCc2ccc(OC)c(OC)c2)C[C@H](C(=O)N2CCOCC2)[C@@]31C (stereo not given in full) | 0.3% | -3% | . | . | .
COc1ccc(CN(C)S(=O)(=O)c2nnc(NC(=O)c3cccc(OC)c3)s2)cc1 | 2.5% | 1% | 12% | 0% | 8%
COc1ccccc1Nc1ncnc2ccc(C)cc12 | 3.7% | -1% | 8% | -15% | -11% | VEEV TC-83 Vero 10K pilot screen=6.2
Cc1cc(NCc2ccco2)n2c(nc3ccccc32)c1C#N | i | -3% | -11% | -7% | -2%
O=C(/C=C/c1ccccc1)OCC(=O)c1c[nH]c2ccccc12 | i | 13% | -1% | . | 0%
O=C(O)CCSc1ccccn1 | i | -3% | -3% | -9% | -6%
CN(Cc1ccccc1F)C(=O)c1ccc(NC(=O)CC2SC(N3CCCCC3)=NC2=O)cc1 (stereo not given) | i | 1% | . | . | .
O=C(CCCn1nnc2ccccc2c1=O)N[C@@H](Cc1ccccc1)C(=O)O | 5.5% | -11% | -6% | -15% | -1%
COc1ccc(CC2(CO)CCN(S(=O)(=O)c3c(C)nn(C)c3Cl)CC2)cc1 | i | -8% | 9% | 5% | -4%
COCCN(C(=O)CSc1nnc(-c2ccccc2OC)o1)c1c(N)n(CC(C)C)c(=O)[nH]c1=O | 3.0% | -3% | 0% | 1% | -4%
Cc1ccc(CNC(=O)c2ccc(N3CCC4(CC3)CC(c3cccc(Br)c3)=NO4)c(NC(=O)c3ccc(Br)cc3)c2)cc1 | 0.2% | 0% | -8% | . | -4% | VEEV TC-83 Vero 10K pilot screen=1.2
O=C(Nc1ccccc1Cl)c1cc(S(=O)(=O)N2CCOCC2)cs1 | 1.4% | -4% | 2% | -10% | -3%
Cc1c(NC(=O)c2cc(-c3cccs3)nc3ccccc23)c(=O)n(-c2ccccc2)n1C | 7.5% | -3% | 18% | -7% | 10%
Cc1cc(C(=O)NCC(=O)OCC(=O)NCCc2ccccc2)ccc1[N+](=O)[O-] | i | 7% | 2% | -4% | 4%
CN(C)c1nc(=Nc2cccc(Cl)c2)ss1 | 30% | 15% | 68% | 33% | 26%
N#CCCN(C(=O)COC(=O)C1CCN(S(=O)(=O)c2cccs2)CC1)c1ccccc1 | i | -5% | 2% | -9% | -2%
Cc1cc(NC(=O)CSc2nnc(-c3ccccc3)n2Cc2ccco2)no1 | 5.4% | 9% | 22% | -2% | 3%
CCOc1ccc(N2C(=O)Nc3ccc(Br)cc3C2(O)C(=O)NC(C)C)cc1 (stereo not given) | i | -11% | 0% | 8% | 6%
COc1ccccc1NC(=S)N=Nc1c(O)[nH]c2ccc(Br)cc12 | i | -9% | -2% | 11% | 6%
CC1=NN(c2nc(-c3ccccc3)cs2)C(=O)C1N=Nc1ccccc1 (stereo not given) | 1.9% | 2% | 38% | -26% | 6%
Cc1ccc(-n2nnc3c(=O)oc4ccccc4c32)cc1 | 2.7% | -1% | . | -9% | <0.2µM*
COc1cc(C(=O)Nc2nc3ccc(S(=O)(=O)N4CCOCC4)cc3s2)cc(OC)c1OC | i | 3% | 26% | 7% | 3%
O=C(COc1ncnc2ccccc12)Nc1ccc(Cl)c(S(=O)(=O)N2CCOCC2)c1 | i | -9% | -2% | 13% | 5%

For reference, five of the compounds above.
SMILES | VEEV TC-83 Vero | influenza NS1A | tuberculosis growth | PhoP GFP inhibition | M. tuberculosis HTS | others
Cc1ccc(CNC(=O)c2ccc(N3CCC4(CC3)CC(c3cccc(Br)c3)=NO4)c(NC(=O)c3ccc(Br)cc3)c2)cc1 | 0.2% | 0% | -8% | . | -4% | VEEV TC-83 Vero 10K pilot screen=1.2
O=C(Nc1ccccc1Cl)c1cc(S(=O)(=O)N2CCOCC2)cs1 | 1.4% | -4% | 2% | -10% | -3%
Cc1c(NC(=O)c2cc(-c3cccs3)nc3ccccc23)c(=O)n(-c2ccccc2)n1C | 7.5% | -3% | 18% | -7% | 10%
Cc1cc(C(=O)NCC(=O)OCC(=O)NCCc2ccccc2)ccc1[N+](=O)[O-] | i | 7% | 2% | -4% | 4%
CN(C)c1nc(=Nc2cccc(Cl)c2)ss1 | 30% | 15% | 68% | 33% | 26%

(next part)
SMILES | VEEV TC-83 Vero | influenza NS1A | tuberculosis growth | PhoP GFP inhibition | M. tuberculosis HTS | others
COc1cccc(-c2nnc(NC(=O)Cc3cccs3)s2)c1 | 1.2% | 3% | -3% | -4% | 6%
CCCCCC(=O)N/N=C(\C)c1ccc(N2CCCCC2)cc1 | 1.6% | 2% | -5% | -4% | 1%
CC(=O)NC1C(=O)N(CCc2ccccc2)c2ccc(Br)cc21 (stereo not given) | i | 0% | . | . | .
Cc1ccc2c(c1)c1c(n2CCc2ccc(C)nc2)CCN(C)C1 | 0.1% | 3% | 25% | . | -1%
CN(C)S(=O)(=O)c1cccc(NC(=O)COC(=O)c2cccnc2Cl)c1 | 3.1% | -15% | -4% | . | -4%
Cc1ccc(-c2ccc(=O)n(CC(=O)NCC3COCCO3)n2)cc1 (stereo not given) | 0.2% | 2% | -7% | 9% | 2%
Cc1c(C2C(C#N)=C(N)N(c3ccccc3C#N)C3=C2C(=O)CCC3)cnn1C (stereo not given) | 2.2% | 21% | -6% | -7% | 6%
COc1ccc(NC(=O)CCNS(=O)(=O)c2ccc(Br)s2)cc1 | i | -3% | 24% | -5% | 48%
Cc1ccc(C)n1NC(=O)c1ccccc1[N+](=O)[O-] | 0.9% | -8% | 5% | -5% | -8%
COc1ccc(S(=O)(=O)N/N=C(/C)c2ccncc2)cc1 | i | -6% | -5% | -2% | -20%
COc1ccc(OC)c(-c2nc3c(C)n[nH]c(=O)c3[nH]2)c1 | i | 0% | -9% | -2% | 3%
C#CCSc1nnc(-c2ccc(C)cc2)o1 | 1.1% | 16% | 0.82µM* | 12% | ?
CCOc1cccc2cc(C(=O)Nc3nccs3)c(=O)oc12 | 5.2% | -6% | 2.3µM* | 1% | 0.34µM*
CC1CCCCN1C(=O)COC(=O)c1ccc(=O)n(Cc2ccccc2)n1 (stereo not given) | 1.8% | -4% | -4% | 7% | -1%
Cc1ccc(Cl)cc1N1CCN(CCN)CC1 | 0.5% | -4% | 39% | 2% | 3%

An excerpt from above in order of number of heavy atoms, smallest number first.
SMILES | VEEV TC-83 Vero | influenza NS1A | tuberculosis growth | PhoP GFP inhibition | M. tuberculosis HTS | others
COc1ccc(OC)c(-c2nc3c(C)n[nH]c(=O)c3[nH]2)c1 | i | 0% | -9% | -2% | 3%
COc1cccc(-c2nnc(NC(=O)Cc3cccs3)s2)c1 | 1.2% | 3% | -3% | -4% | 6%
Cc1ccc(-c2ccc(=O)n(CC(=O)NCC3COCCO3)n2)cc1 (stereo not given) | 0.2% | 2% | -7% | 9% | 2%
CC1CCCCN1C(=O)COC(=O)c1ccc(=O)n(Cc2ccccc2)n1 (stereo not given) | 1.8% | -4% | -4% | 7% | -1%

New compounds follow:
SMILES | VEEV TC-83 Vero | influenza NS1A | tuberculosis growth | PhoP GFP inhibition | M. tuberculosis HTS | others
c1ccc(CC2CCN(C3=Nc4cccc5cccc3c45)CC2)cc1 | ? | 26% | ? | 7% | 29µM*
O=C(Cc1ccc(-c2ccccc2)cc1)NNC(=S)NCc1ccco1 | 0.7% | 1% | -10% | 4% | -5% | VEEV TC-83 Vero 10K pilot screen=3.8
O=C(NCCCNC(=O)c1ccc(-c2cc(Cl)ccc2Cl)o1)c1cnccn1 | 7.3% | 4% | -6% | 10% | 4%
NC(=S)Nc1ccc(Cl)cc1Cl | 0.6% | 8% | 59% | -1% | -1%
O=C(Nc1nc2ccc(F)cc2s1)Oc1ccccc1 | 3.6% | 3% | 6% | 14% | 5%
COc1ccnc2c1c(=O)n(Cc1ccc(F)cc1)c(=O)n2C | 5.3% | 5% | 13% | -1% | -6%
Cc1c(C(=O)Nc2ccc(OC(F)(F)F)cc2)sc2nc3n(c(=O)c12)CCC3 | 1.0% | 1% | 30% | 3% | -9%
CN(C)c1ccc(CNn2cnnc2SCc2ccccc2F)cc1 | 3.8% | 7% | 11% | -4% | -14%
O=C(CCN1CCCCO1)N1CCCC(Nc2ccc(F)c(F)c2)C1 (stereo not given) | 3.9% | -11% | -2% | -3% | -6%
O=C(Cn1[nH]c(=O)c2ccccc2c1=O)OCC(=O)c1ccc(Br)cc1 | 1.2% | 6% | 9% | 1% | -13%
Cc1ccccc1CN1CCN(CC2CC3C=CC2C3)CC1 (stereo not given) | 0.9% | 2% | -1% | -5% | -4%
CC1(C)CC(=O)C2=C(C1)Oc1nc3ccccc3cc1C2C(C#N)C#N (stereo not given) | 7.9% | -6% | 10% | 9% | 4%
Cc1cc(C)n2nc(CCc3ccccc3)nc2n1 | i | -1% | -1% | 3% | 1%
